Screening results: PubChem, National Center for Advancing Translational Sciences (NCATS)
BLM inh: inhibitors of human Bloom syndrome helicase BLM; recombinant BLM DNA unwinding, fluorescence dequenching; Potency, µM (titrated, usually from 56.1 µM), for the others: at the highest dose activity change, negative = inhibition, most hits filed as inhibitors; actives 0.2% (n = 350,000); AID 2528;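 further: potency means the concentration at half of the fitted maximal effect; plate controls were vehicle for no effect and no enzyme for full effect; nearly all actives have a fitted effect of over 35% in size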
Apoferritin bind: binds horse apoferritin like a general anesthetic; apoferritin/1-aminoanthracene competitive binding, fluorescence; P02791; Potency, µM (doses to about 77.5 µM), for inactives: at the top dose activity change, negative = displacement, actives largely listed as inhibitors; actives 0.074% (n = 350,000); further: potency means the concentration at half of the fitted maximal effect; on the % scale 0 is the no-effect control and ±100 the full control effect; nearly all actives have a fitted effect of over 20% in size
Target sequence (P02791 2-175 limits assumed): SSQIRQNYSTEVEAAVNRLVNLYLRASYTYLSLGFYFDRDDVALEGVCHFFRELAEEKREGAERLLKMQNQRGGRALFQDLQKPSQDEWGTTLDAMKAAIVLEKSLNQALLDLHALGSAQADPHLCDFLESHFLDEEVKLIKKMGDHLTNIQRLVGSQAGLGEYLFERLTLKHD
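Concentration-response curves derived by four-parameter Hill fitting of normalized fluorescence, where compounds displaced 1-AMA from 10 uM horse apoferritin following a brief 10 min room-temperature incubation; propofol titration acted as positive control.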
Pol iota inh: inhibitors of human DNA polymerase iota; Q9UNA4; Pol iota fluorescent replication assay, 10 min; Potency, µM (titrated, usually from 115 µM), for the others: at the top dose activity, negative = inhibition, actives largely listed as inhibitors; actives 1% (n = 390,000); AID 588590; further: potency means the concentration at half of the fitted maximal effect
Target sequence (Q9UNA4 whole entry, looked up): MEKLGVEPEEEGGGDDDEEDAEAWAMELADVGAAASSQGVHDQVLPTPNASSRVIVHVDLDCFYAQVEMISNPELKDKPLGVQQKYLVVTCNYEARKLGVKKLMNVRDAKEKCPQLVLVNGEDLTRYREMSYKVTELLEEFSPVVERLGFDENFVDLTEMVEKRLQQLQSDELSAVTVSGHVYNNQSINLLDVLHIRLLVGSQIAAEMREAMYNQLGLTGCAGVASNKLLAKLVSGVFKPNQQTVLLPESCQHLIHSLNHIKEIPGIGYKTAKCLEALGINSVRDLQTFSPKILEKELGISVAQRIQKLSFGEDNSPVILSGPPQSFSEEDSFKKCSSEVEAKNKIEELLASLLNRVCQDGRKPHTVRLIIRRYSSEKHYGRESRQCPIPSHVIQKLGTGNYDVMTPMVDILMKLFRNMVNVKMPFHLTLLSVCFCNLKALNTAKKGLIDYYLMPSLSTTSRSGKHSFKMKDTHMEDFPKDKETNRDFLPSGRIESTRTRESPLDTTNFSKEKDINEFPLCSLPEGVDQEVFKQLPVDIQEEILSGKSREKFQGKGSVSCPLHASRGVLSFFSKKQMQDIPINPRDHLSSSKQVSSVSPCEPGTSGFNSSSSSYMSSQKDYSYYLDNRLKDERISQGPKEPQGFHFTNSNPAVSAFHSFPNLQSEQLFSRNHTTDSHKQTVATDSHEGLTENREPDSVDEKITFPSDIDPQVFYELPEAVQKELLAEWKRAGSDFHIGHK
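Pol iota at 10 nM preincubated 15 min with compounds at room temperature; reaction started with fluorescent substrate, 50 nM final. Fluorescence read kinetically at 0 and 10 min; buffer-only wells as negative control.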
POLK inh: blocks human DNA polymerase kappa activity; purified Pol kappa, fluorescent DNA synthesis assay, 10 min; Potency, µM (series often up to 107 µM), without a hit: at the highest dose activity, negative = inhibition, usual class: inhibitors; actives 0.53% (n = 400,000); AID 588579; further: potency means the concentration at half of the fitted maximal effect; on the % scale 0 is the no-effect control and ±100 the full control effect
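Fluorescent qHTS in 1536-well format: enzyme (10 nM) and compound sat 15 min at room temperature before 50 nM substrate (final) was added. Signal taken at 0 and 10 min; no-enzyme buffer wells were negative controls.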
RXFP1 antag: antagonists of human relaxin receptor RXFP1; activity change, negative = inhibition, % at 57.5 µM; HEK293-RXFP1, relaxin-stimulated cAMP HTRF, 30 min; stronger effect = lower value; actives 0.59% (n = 350,000); AID 1259400;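 active means activity change of -60% or lower, but not beyond a set lower limit; inconclusive means change between -60% and -40%, or beyond the set limit; inactive means change above -40%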; further: on the % scale 0 is the no-effect control and ±100 the full control effect
POLH inh: inhibitors of human DNA polymerase eta | Q9Y253 | actives 1.2% (n = 390,000) | recombinant Pol eta, fluorescent DNA replication assay | Potency, µM (highest dose often 114 µM), for inactives: at the top dose activity change, negative = inhibition, most hits filed as inhibitors; further: potency means the concentration at half of the fitted maximal effect; on the % scale 0 is the no-effect control and ±100 the full control effect
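Pol eta at 10 nM preincubated with compounds 15 min at room temperature; reaction started with fluorescent substrate (50 nM final) and read kinetically at 0 and 10 min.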
PGK inhibitor: blocks T. brucei phosphoglycerate kinase. P07378. PGK/GAPDH coupled, Kinase-Glo luminescence, 60 min. Potency, µM (top dose mostly 57.5 µM), without a hit: top-dose activity change, negative = inhibition, actives largely listed as inhibitors. actives 0.043% (n = 380,000); further: potency means the concentration at half of the fitted maximal effect; on the % scale 0 is the no-effect control and ±100 the full control effect; nearly all actives have a fitted effect of over 60% in size
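Recombinant glycosomal PGK reaction used 1,3-bisphosphoglycerate generated in-well by GAPDH (100nM final) in 100mM TEA pH 7.6, 5mM MgCl2, 0.01% Tween-20. After 60 minutes at room temperature, ATP was read by Kinase-Glo Plus luminescence end-point.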
POLB inh: inhibitors of human DNA polymerase beta; P06746; Pol beta primer extension/strand displacement, fluorescence kinetic; Potency, µM (highest dose often 114 µM), without a hit: at the top dose activity change, negative = inhibition, usual class: inhibitors; actives 1.3% (n = 340,000); AID 485314; further: potency means the concentration at half of the fitted maximal effect; on the % scale 0 is the no-effect control and ±100 the full control effect
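Curves were derived by four-parameter Hill fits of normalized qHTS data. The kinetic fluorescent primer-extension read was taken at 0 and 10 min after 50 nM substrate, following a 15 min room-temperature preincubation of 10 nM enzyme with compounds.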
APE1 inh: APE1 (human) endonuclease inhibition; P27695; recombinant APE1, TAMRA/BHQ-2 abasic DNA cleavage fluorescence; Potency, µM (titrated, usually from 65.8 µM), for inactives: at the highest dose activity change, negative = inhibition, usual class: inhibitors; actives 0.35% (n = 350,000); AID 2517;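 further: potency means the concentration at half of the fitted maximal effect; plate controls were vehicle for no effect and reference inhibitor for full effect; nearly all actives have a fitted effect of over 55% in size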
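Enzyme (0.75 nM final) and test compound are incubated 15 min at room temperature before adding 50 nM quenched THF abasic-site duplex. Cleavage dequenches TAMRA, followed at 525/598 nm over three reads one minute apart.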
The depositor's hits bear a star; i = inactive; ? = inconclusive; · = no result given; & = joins results of further samples; [ ] = remark or other dose. Unless noted, the call rests on the fitted dose curve; in most records, active means well fitted curve in the direction sought with a large enough effect; inconclusive means small, poorly fitted or top-dose-only effect, or another doubt; inactive means no such curve, though single readings can be large; an effect the other way counts as inactive or inconclusive.

SMILES | BLM inh | Apoferritin bind | Pol iota inh | POLK inh | RXFP1 antag | POLH inh | PGK inhibitor | POLB inh | APE1 inh
O=C(COC(=O)Cc1cccc(C(F)(F)F)c1)NCC1CCCO1 (stereo not given) | 0.6% | -2.6% | 4.0% | -5.7% | 8.8 | 3.6% | · | 21.8% | 9.7%
CCSC(=O)NC1CCCCC1 | 0.1% | -0.6% | -25.0% | -3.6% | 10.3 | -9.0% | -9.2% | -2.6% | 0.0%
CCc1ccc(CNC(=O)c2ccc3nc(C4CCCCC4)oc3c2)nc1 | -9.4% | ? | · | · | · | · | · | ? | 12.1%
CC(=O)Nc1ccc(S(=O)(=O)N2CCC(C(=O)c3ccc(Cl)cc3)CC2)cc1 | -7.2% | -15.0% | ? | -11.6% | ? | -0.3% | 0.6% | 15.5% | -5.1%
CCOc1ccc(OCC)c(NC(=O)c2nnn(CC(=O)Nc3cc(Cl)ccc3OC)c2N)c1 | -4.3% | -5.6% | 1.4% | -5.5% | · | -11.4% | i | -0.4% | ·
CCOc1ccc(NC(=O)Cn2nc(-c3ccccc3Cl)n(CC)c2=S)cc1 | -2.8% | -19.5% | -2.2% | -11.6% | 2.8 | -9.5% | -9.7% | 24.2% | 10.2%
CCN(CC(=O)Nc1ccc(NC(C)=O)cc1)C(=O)/C=C/c1ccc(C)o1 | · | · | ? | ? | -6.2 | -10.9% | -5.4% | · | 40.1%
CN(C)CCNc1oc(-c2ccccc2Cl)nc1S(=O)(=O)c1ccccc1 | · | · | -10.3% | 9.0% | 2.1 | -7.8% | i | · | 33.3%
O=C(CSc1n[nH]c(=O)n1C1CC1)Nc1ccc(F)c([N+](=O)[O-])c1 | · | · | 26.0% | -1.5% | -7.1 | -13.7% | -10.8% | · | 0.2%
O=C(Nc1cccc(C(=O)N2CCOCC2)c1)c1cncc(Br)c1 | 1.3% | -5.8% | 4.8% | -8.2% | 10.8 | -1.2% | 4.1% | 10.8% | -1.4%
COc1ccc(N(Cc2cccs2)C(=O)c2ccco2)cc1 | -3.4% | -3.2% | 10.2% | 6.7% | -15.9 | 1.9% | 9.9% | -4.2% | ·
COc1ccc(CCN(C)C(=O)C2CCCN(Cc3ccc(OC)c(OC)c3)C2)cc1OC (stereo not given) | 3.1%&6.1% | -8.9%&-3.1% | 18.5% | -6.0% | 8.5 | -5.5% | i | -2.2%&1.8% | 8.4%&-6.9%
C[C@H](NC(=O)c1nc[nH]c1C(=O)N1CCN(C(=O)OC(C)(C)C)CC1)C(=O)OC(C)(C)C | · | · | 18.4% | 1.5% | · | -7.5% | -6.3% | · | -12.3%
COC(=O)C1CCN(CC(=O)Nc2ccc(C(=O)Nc3ccccc3OC)cc2)CC1 | · | · | -0.6% | -14.5% | 12.9 | -19.5% | -8.0% | · | 26.2%
Clc1ccc2nc(N3CCCCC3)[nH]c2c1 | -5.3% | 1.4% | 19.3% | -4.1% | -0.3 | 7.1% | -1.8% | -10.9% | -1.5%
COC(=O)[C@]1(CC(C)C)N[C@H](c2ccc(-c3ccc(F)cc3)cc2)[C@@H]2C(=O)N(C)C(=O)[C@@H]21 | · | · | ? | -3.0% | · | -28.5% | i | · | -4.9%
CC(C)(C)c1ccc(-c2n[nH]c(=S)n2CC2CCCO2)cc1 (stereo not given) | -2.1% | -16.4% | 68.4%[activator] | 2.8% | -23.8 | -17.1% | i | 3.1% | 1.1%
CCOCCOC(NC(=O)c1ccccc1)(C(F)(F)F)C(F)(F)F | -1.5% | -10.7% | 11.3% | -11.8% | -4.5 | -8.5% | -3.0% | -0.8% | 7.3%
Cc1ccc(Nc2c(-c3ccc(C)s3)nc3ccccn23)cc1 | -6.8% | 52.3%[activator] | 14.2%&6.4% | 0.9%&0.2% | · | -20.9% | -2.3% | 36.0% | ·
Cc1nnc(N2CCN(C(=O)NC(C)C)CC2)c2nn(-c3ccccc3)c(C)c12 | 0.9% | -7.4% | 10.0% | 0.0% | -5.7 | · | · | -20.5% | ·
COc1ccc(OC)c(NC(=O)c2c(NCc3ccc(C)o3)sc3c2CCCCC3)c1 | -9.4% | -15.7% | 28.2µM* | -0.2%[60.1 µM] | -22.7 | -20.8% | -8.2% | -5.0% | ·
Cc1cccc(OCC(=O)Nc2nccs2)c1C | -3.1% | -11.4% | -0.4% | 14.3% | -2.1 | -11.0% | -18.9% | 13.6% | 5.3%
O=S(=O)(c1ccc(OCC(O)CN2CCCC2)cc1)N1CCOCC1 (stereo not given) | 2.4% | 3.4% | 3.4% | -1.2% | -7.9 | -1.9% | 6.8% | 9.6% | -2.3%
O=C(OC(C(=O)NCc1ccc2c(c1)OCO2)c1ccc(Cl)cc1)c1ccco1 (stereo not given) | -6.1% | 0.1% | -1.2% | -16.6% | -5.0 | -18.9% | 0.1% | 21.8% | 9.2%
Cc1nc(C(N)=O)nc2ccccc12 | -5.7% | 0.1% | 25.2% | 6.4% | 1.6 | -12.6% | i | 7.4% | 0.1%
O=C(OCc1ccco1)c1ccc(S(=O)(=O)N2CCCCC2)cc1 | -17.9% | -21.0% | ? | 79.4µM* | 8.0 | 10µM* | -19.7% | ? | ?
Cc1coc2cc3oc(=O)c(CCC(=O)N4CCCCC4)c(C)c3cc12 | 3.5% | 1.0% | 8.0% | 0.1% | -11.5 | -10.4% | i | 8.2% | ·
Cc1c(C(=O)N2CCCCC2)c(S(=O)(=O)NCc2ccc(N(C)C)cc2)c(C)n1C | 0.1%&2.4% | -4.4%&-3.1% | 30.7%&8.9%[activator] | -9.6%&0.0% | 33.1&-15.8 | -4.8%&-24.1% | i | 5.0%&6.4% | 17.9%
CN(C)c1ccc(N=Nc2ccccc2C(=O)OCC(=O)NC2CCCC2)cc1 | -4.4% | -16.5% | -12.7% | -16.4% | 2.8 | -17.4% | -8.1% | 2.1%[57.1 µM] | -2.1%
O=C(CCC(=O)OCc1cccc(C(=O)Oc2ccccc2)c1)Nc1cccc2ccccc12 | -3.3% | 3.5% | 22.1% | -18.6% | -4.4 | -22.6% | -8.8% | 0.5% | -4.5%

3 compounds already listed, sorted by their value in APE1 inh, highest first:
Molecule	BLM inh	Pol iota inh	POLK inh	RXFP1 antag	POLH inh	PGK inhibitor	APE1 inh
Cc1nc(C(N)=O)nc2ccccc12	-5.7%	25.2%	6.4%	1.6	-12.6%	i	0.1%
CCSC(=O)NC1CCCCC1	0.1%	-25.0%	-3.6%	10.3	-9.0%	-9.2%	0.0%
Clc1ccc2nc(N3CCCCC3)[nH]c2c1	-5.3%	19.3%	-4.1%	-0.3	7.1%	-1.8%	-1.5%

The listing continues.
SMILES | BLM inh | Apoferritin bind | Pol iota inh | POLK inh | RXFP1 antag | POLH inh | PGK inhibitor | POLB inh | APE1 inh
CNC(=O)NC(=O)C(OC(=O)CCNS(=O)(=O)c1ccccc1)c1ccccc1 (stereo not given) | -4.5% | -9.8% | -16.1% | -3.5% | -1.2 | -11.0% | -6.0% | 41.3% | -13.1%
CCN(C(=O)COC(=O)C1CC1)c1c(N)n(Cc2ccccc2)c(=O)[nH]c1=O | · | · | ? | -5.4% | 6.8 | 4.3% | -1.1% | · | -2.3%
O=S(=O)(c1ccccc1)N1CCN(C2CCN(Cc3ccccc3)CC2)CC1 | 1.6% | -15.4% | -23.7% | -4.7% | -5.1 | -26.8% | i | 8.8% | 3.2%
CC1(C)Cc2c(c(N3CCCCC3)[nH]c(=S)c2C#N)CS1 | -0.9% | -7.3% | 35.0%[activator] | -1.4% | · | -18.3% | -11.5% | -11.9% | 6.9%
CCN=C1SC(CC(N)=O)C(=O)N1CC (stereo not given) | -9.8% | -17.6% | 46.3%[activator] | -1.5% | -2.6 | -13.0% | -4.8% | -1.4% | 4.1%
Nc1ncnc2c1nc(Br)n2C1OC(CO)C(O)C1O (stereo not given) | -2.9% | 4.3% | · | -4.7%[60.1 µM] | · | · | · | · | -1.7%
CN(C)C(=O)c1ccc(-c2nc(NCc3ccccc3)c3ccccc3n2)cc1 | -1.3% | -17.7% | · | -6.0%[60.1 µM] | · | · | · | · | -2.4%
CN(C)c1ccc(-c2n[nH]c(=S)n2-c2ccccc2)cc1 | -0.5% | 3.9% | 4.7% | 12.1% | -39.8 | -19.4% | -5.9% | 19.8% | 11.8%
C=CCOc1ccccc1CNn1nnnc1N | 2.9% | 6.2% | 40.4%[activator] | -5.7% | -0.5 | -17.3% | -1.7% | -2.9% | 4.4%
Cc1cc(C)c(S(=O)(=O)NCC(c2cccs2)S(=O)(=O)c2ccccc2)c(C)c1 (stereo not given) | 1.2% | ? | 14.8% | -6.4%[60.1 µM] | -16.1 | -14.1% | i | -1.0% | ·
Cc1ccc(C)n1-n1c(C)nc2sc(-c3ccccc3)cc2c1=O | -8.6% | -12.5% | -3.1% | -13.6% | -9.2 | -18.3% | -11.4% | -27.8% | -4.0%
NC(=O)CSc1n[nH]c(-c2ccco2)n1 | -0.2% | 4.3% | 41.3%[activator] | 3.1% | -11.2 | -2.5% | -6.4% | 17.0% | 4.5%
Cc1sc2nc(CN(CCc3ccccc3)C(=O)c3ccco3)[nH]c(=O)c2c1C | -3.0% | -5.1% | -2.5% | 9.4% | -7.4 | -10.3% | i | 5.2% | -0.7%
O=C(CC1C(=O)NC2CCCCC2N1C(=O)c1ccc(F)cc1)Nc1ccccc1 (stereo not given) | -2.6% | -7.3% | 12.9% | -5.9% | -19.4 | -1.9% | -7.9% | -7.9% | -3.1%

Not all compounds are listed (hit frequency here may not be typical).
